# Chronic BCR inh: inhibitors of chronic active B-cell receptor signaling. Potency, µM (titrated, usually from 46.1 µM), for inactives: at the top dose ratio change, negative = lower green/red ratio, usual class: inhibitors. AID 493014. 340,000 compounds, 0.05% hits. ABC-DLBCL IkBa-CBG/CBR reporter, luminescence ratio, 4 h; active means well fitted inhibition curve with a large enough effect in the signal ratio, with a control signal flat, not every such curve was filed as active; inconclusive means small, poorly fitted or top-dose-only effect, or effect the other way, or a change in a side signal; the % refers to the signal ratio;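 further: potency means the concentration at half of the fitted maximal effect; plate controls were basal doxycycline-induced cells for no effect and cells given 10 µM MG132 for full effect; MG132 reads +100%, hits lower the ratio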
#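 TMD8 human ABC-DLBCL cells with doxycycline-inducible IκBα–green luciferase fusion and unfused red luciferase, in 0.5% FBS medium; compounds up to 46 uM, 4 h at 37C. Green/red luminescence ratio, filter-overlap corrected, fitted to concentration-response curves.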
# USP2a inh: inhibitors of human ubiquitin-specific protease USP2a; O75604; USP2 core, Ub-CHOP2 coupled fluorogenic reporter, 485/531; Potency, µM (series often up to 38.3 µM), for inactives: at the top dose activity change, negative = inhibition, usual class: inhibitors; 330,000 compounds, 0.01% hits;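 further: potency means the concentration at half of the fitted maximal effect; plate controls were DMSO wells for no effect and full inhibition by NEM control for full effect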
#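 Cell-free coupled assay: 10nM USP2 core preincubated 30min RT with compound in Tris-HCl pH 8.0/CaCl2/CHAPS buffer, then 25nM Ub-CHOP2 and 25nM reporter substrate; fluorescence (Ex 485/Em 531) read after 60min RT, normalized to NEM inhibition, concentration-response curves fitted.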
# TSHR antag: human thyrotropin receptor antagonism; activity change, negative = inhibition, % at 11.5 µM; P16473; 330,000 compounds, 0.2% hits; TSHR-expressing cells, TSH-stimulated cAMP HTRF, 2 h; stronger effect = lower value;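 active means activity change below a set negative limit, meaning inhibition stronger than a set level, cut at about -70% in these data; inconclusive means activity change between two set negative limits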; further: on the % scale 0 is the no-effect control and ±100 the full control effect
#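 Antagonism was scored as loss of TSH-driven cAMP in TSHR cells, stimulated with 4nM TSH (EC80) for 2 hours at 37 deg C and detected by homogeneous HTRF competition immunoassay.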
# PKM2 activator: increases activity of human pyruvate kinase M2; P14618; purified PKM2, Kinase-Glo ATP luminescence, activation; response scale: 0% is enzyme alone, no compound; Potency, µM (highest dose often 57.5 µM), without a hit: top-dose activation, actives largely listed as activators; 260,000 compounds, 0.34% hits; AID 1631; further: potency means the concentration at half of the fitted maximal effect; on the % scale 0 is the no-effect control and ±100 the full control effect; nearly all actives have a fitted effect of over 55% in size
#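 Kinase-Glo luminescence reports ATP generated from ADP (0.1 mM) and PEP (0.5 mM) by purified hPK-M2 after 1 h at room temperature, pH 7.2 imidazole buffer; intermediate enzyme activity allows detecting inhibitors and activators.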
# MBNL1 CUG block: MBNL1-poly(CUG) RNA binding inhibition; Q9NR56; 280,000 compounds, 0.036% hits; TR-FRET MBNL1-His/biotin-(CUG)12 binding, 665/545 ratio; Potency, µM (top dose mostly 57.5 µM), for the others: at the top dose activity change, negative = inhibition, usual class: inhibitors; AID 2675; active means well fitted inhibition curve with a large enough effect in the signal ratio, with a control signal flat, not every such curve was filed as active; inconclusive means small, poorly fitted or top-dose-only effect, or effect the other way, or a change in a side signal; inactive means no such curve, though single readings can be large or run the other way; the % refers to the signal ratio; further: potency means the concentration at half of the fitted maximal effect; on the % scale 0 is the no-effect control and ±100 the full control effect
#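 Compound titration spanned 92 nM–58 uM against the MBNL1-His/biotin-(CUG)12 complex. After 60 min at room temperature with 5 nM streptavidin-XL665 and 0.055 ng/ul terbium anti-His, ratiometric 665/545 nm emission (Ex 340 nm) normalized to controls.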
# GALK inhibitor: galactokinase (human) inhibition. 270,000 compounds, 0.007% hits. Purified GALK, Kinase-Glo residual ATP luminescence. Potency, µM (series often up to 57.5 µM), without a hit: at the highest dose activity change, negative = inhibition, actives largely listed as inhibitors. P51570. AID 1868; further: potency means the concentration at half of the fitted maximal effect; on the % scale 0 is the no-effect control and ±100 the full control effect
#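 The enzyme phosphorylates galactose (100 uM) using ATP (35 uM); inhibition is detected as higher residual ATP, quantified by bioluminescence after 1 h reaction at room temperature, pH 8.0.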
# Eya2 phos inh: blocks the phosphatase activity of human Eya2 | O00167 | recombinant Eya2, OMFP fluorescence dephosphorylation (OMFP is methylfluorescein phosphate) | Potency, µM (top dose mostly 76.9 µM), for the others: at the highest dose activity, negative = inhibition, actives largely listed as inhibitors | 330,000 compounds, 0.006% hits; further: potency means the concentration at half of the fitted maximal effect; on the % scale 0 is the no-effect control and ±100 the full control effect
# Target sequence (O00167 whole entry, looked up): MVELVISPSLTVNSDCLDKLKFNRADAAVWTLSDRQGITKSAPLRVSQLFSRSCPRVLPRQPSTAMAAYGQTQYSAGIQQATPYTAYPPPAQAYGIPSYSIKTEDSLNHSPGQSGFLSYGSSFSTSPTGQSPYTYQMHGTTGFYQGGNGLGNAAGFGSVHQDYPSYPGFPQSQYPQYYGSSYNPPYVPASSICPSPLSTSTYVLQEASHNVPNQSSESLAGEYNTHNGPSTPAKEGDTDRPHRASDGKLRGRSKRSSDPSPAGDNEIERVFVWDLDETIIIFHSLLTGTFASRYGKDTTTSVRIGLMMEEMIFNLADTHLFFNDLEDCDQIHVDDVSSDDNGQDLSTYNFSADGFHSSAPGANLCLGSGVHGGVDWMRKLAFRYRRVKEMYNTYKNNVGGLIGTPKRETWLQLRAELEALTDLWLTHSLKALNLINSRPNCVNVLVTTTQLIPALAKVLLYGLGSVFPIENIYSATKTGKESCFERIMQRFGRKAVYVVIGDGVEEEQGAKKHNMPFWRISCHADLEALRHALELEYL
#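 Eya2 (0.2 uM) preincubated 10 min at ambient with compound, then OMFP substrate added at 50 uM; 10 min reaction in 50 mM HEPES pH 7.5, 50 mM NaCl, 5 uM MgCl2, 0.05% BSA, 1 mM DTT. Fluorescence read at Ex 485/Em 525 nm.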
# Menin-MLL TR inh: displaces Texas Red mutant MLL peptide from human menin | Menin + Texas Red MLL mutant peptide, fluorescence polarization | O00255 | 270,000 compounds, 0.23% hits | Potency, µM (top dose mostly 61.6 µM), for inactives: at the highest dose FP activity change, negative = inhibition, hits mostly inhibitors; active means well fitted inhibition curve with a large enough effect in the polarisation, with a control signal flat, not every such curve was filed as active; inconclusive means small, poorly fitted or top-dose-only effect, or effect the other way, or a change in a side signal; inactive means no such curve, though single readings can be large or run the other way; the % refers to the polarisation; further: potency means the concentration at half of the fitted maximal effect; % of control where 0% means no effect; many of its hits are not listed in these tables
# S-ASM inh: human S-ASM enzyme inhibition | AID 504937 | P17405 | Potency, µM (top dose mostly 57.5 µM), without a hit: at the top dose activity change, negative = inhibition, actives largely listed as inhibitors | placental ASM, HMU-PC fluorogenic substrate, 60 min | 340,000 compounds, 0.006% hits; further: potency means the concentration at half of the fitted maximal effect
# Target sequence (P17405 47-631 limits assumed): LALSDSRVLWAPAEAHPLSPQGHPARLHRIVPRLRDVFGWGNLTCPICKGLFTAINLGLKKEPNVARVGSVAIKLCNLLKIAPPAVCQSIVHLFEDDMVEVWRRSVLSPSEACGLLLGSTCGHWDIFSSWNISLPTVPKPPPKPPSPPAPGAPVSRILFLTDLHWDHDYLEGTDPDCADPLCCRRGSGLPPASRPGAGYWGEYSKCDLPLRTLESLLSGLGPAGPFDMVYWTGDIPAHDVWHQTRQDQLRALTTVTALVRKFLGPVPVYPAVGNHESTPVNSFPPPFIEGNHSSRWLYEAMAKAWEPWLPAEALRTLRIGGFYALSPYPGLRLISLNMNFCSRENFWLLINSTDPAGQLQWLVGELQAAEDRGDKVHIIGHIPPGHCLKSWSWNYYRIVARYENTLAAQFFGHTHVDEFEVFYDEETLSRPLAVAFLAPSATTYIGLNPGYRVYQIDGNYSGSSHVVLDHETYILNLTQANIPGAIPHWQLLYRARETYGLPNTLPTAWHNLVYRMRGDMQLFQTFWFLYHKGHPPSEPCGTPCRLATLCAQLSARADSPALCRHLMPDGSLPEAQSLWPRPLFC
#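 Fluorescence read-out (Ex 386 nm, Em 447 nm) after stopping the reaction at pH 10. Enzyme: ASM from human placenta; substrate HMU-PC0, 9 uM final; 60 min, 37 °C. Compound preincubation 10 min, ambient temperature.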
# hERG WT inh: KCNH2 (human, wildtype) channel inhibition. Q12809. U2OS, BacMam KCNH2, thallium flux FluxOr; stronger effect = lower value. activity change, % at 1.84 µM. 340,000 compounds, 0.37% hits. AID 720551;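 active means maximum activity change below -70%; inconclusive means maximum activity change between -70% and -50%; inactive means maximum activity change above -50%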; further: on the % scale 0 is the no-effect control and ±100 the full control effect
#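 U2OS cells were transduced with wild-type KCNH2 virus (2.03 x 10^8 / mL) for 4 h at room temperature, then cultured overnight at 37 C. Thallium flux was read with FluxOr dye. Rate constants were normalized to DMSO controls.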
# Mito fusion yeast: mitochondrial division inhibition or fusion activation; S. cerevisiae fusion-defective mutant growth rescue, CellTiterGlo 48 h; 320,000 compounds, 0.23% hits; Potency, µM (titrated, usually from 46.1 µM), without a hit: top-dose growth rescue (activation), actives largely listed as activators; AID 485298;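 further: potency means the concentration at half of the fitted maximal effect; % of control where 0% means no effect; nearly all actives have a fitted effect of over 45% in size; temperature-sensitive fusion mutants such as fzo1-1 at 37 °C on non-fermentable ethanol glycerol medium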
#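 Yeast fusion mutant, YPEG (non-fermentable carbon), compound, 48 h at 37C non-permissive; CellTiterGlo added, 10 min RT, luminescence read. Rescued growth = division inhibition.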
# * marks the source's active call; other numbers are inactive results; i = inactive; u = inconclusive; x = not tested or not shown; [ ] = remark or other dose. Unless noted, the call rests on the fitted dose curve; in most records, active means well fitted curve in the direction sought with a large enough effect; inconclusive means small, poorly fitted or top-dose-only effect, or another doubt; inactive means no such curve, though single readings can be large; an effect the other way counts as inactive or inconclusive.
entry	smiles	S-ASM inh	USP2a inh	Menin-MLL TR inh	MBNL1 CUG block	GALK inhibitor	Eya2 phos inh	Chronic BCR inh	Mito fusion yeast	hERG WT inh	PKM2 activator	TSHR antag
1	CCOC(=O)N1CCN(C(=O)CS(=O)Cc2nc(-c3ccc(C)cc3)oc2C)CC1 (configuration not stated)	-3%	-2%	-1%	-4%	1%	0%	7%	0%	-1	-5%	5
2	O=S(=O)(c1ccc(Oc2ccc(-c3nnco3)cc2)nc1)N1CCC(Cc2ccccc2)CC1	-2%	2%	8%	2%	0%	5%	12%	-4%	2	-10%	-7
3	CC(C)CN(CC(C)C)S(=O)(=O)N1CCC(C(=O)NC2CCCCCCC2)CC1	-3%	-7%	-6%	-1%	0%	-2%	-7%	-2%	-12	0%	-7
4	O=C(COC(=O)C1(c2ccccc2)CC1)NNC(=O)c1ccccc1	6%	1%	x	x	x	8%	9%	-4%	-6	x	2
5	COc1ccccc1N1CCN(CC(O)COCCOc2ccc(Br)cc2)CC1 (configuration not stated)	-4%	2%	-13%	-22%	0%	1%	u	-8%	1	-5%	10
6	Cc1ccc(NC(=O)Nc2cccnc2)cc1NC(=O)Nc1cccnc1	-3%	-1%	-1%	-4%	1%	-3%	u	11%	-13	1%	-18
7	COc1ccc(N=Cc2c(O)n(-c3cccc(C)n3)c(=O)c3ccccc23)cc1	4%	2%	-2%	u	x	1%	u	26%	2	-7%	-2
8	COCCNC(=O)Cn1c(=O)n(CCCCCC(=O)Nc2ccccc2)c(=O)c2sccc21	4%	6%	3%	-19%	0%	1%	14%	-2%	-9	2%	20
9	O=C(NCC12CC3CC(CC(C3)C1)C2)c1nc2ncccn2n1	2%	-1%	u	-4%	-1%	-10%	20%	6%	1	-3%	-4
10	O=C(CSc1nc2ccccc2s1)NC1CCCC1	-2%	5%	x	-1%	x	u	8%	2%	3	1%	16
11	CCCCOc1ccc(C(C)NC(=O)CCS(=O)(=O)Cc2ccccc2F)cc1 (configuration not stated)	1%	0%	-1%	-17%	-1%	12%	-1%	-5%	7	1%	5
12	CCc1c(C)sc(NC(=S)NC(C)C2CCCO2)c1C(=O)OC (configuration not stated)	-3%	6%	-12%	69%[activator]	-3%	2%	4%	-6%	-8	3%	-15
13	COc1cc(C(C)=O)ccc1COc1ccc(C(=O)OC(C)C(=O)NC(N)=O)cc1OC (configuration not stated)	1%	1%	-17%	6%	-1%	9%	-14%	-5%	0	1%	-7
14	Cc1ccc2c(n1)sc1c(-c3ccc(Br)cc3)c(C#N)c(N)nc12	i	3%	u	-2%	x	-1%	x	10%	8	-3%	-5
15	CC/C(=C\c1oc2cc3ccccc3cc2[n+]1CC)Nc1ccccc1	187%[activator]	0%	u	2%	1%	-1%	u	3%	1	3%	6
16	Cc1cc(N2CCOCC2)nc2ccc(NC(=O)C3CCC(C)CC3)cc12 (configuration not stated)	i	5%	2%	0%	-3%	-16%	0%	-10%	-14	2%	0
17	O=S(=O)(Nc1cccc(-c2cn3ccsc3n2)c1)c1ccc(F)cc1	-11%	-1%	40%[activator]	-2%	-4%	-10%	0%	6%	2	9%	-12
18	COc1cccc(CN2CC(C(=O)N3CCN(C(C)C)CC3)CCC2=O)c1 (configuration not stated)	1%	0%	-4%	-2%	1%	-8%	9%	1%	-7	-1%	16
19	CCOC(=O)/C(=C/c1cn(C)c2ccccc12)NC(=O)c1ccccc1	-1%	-1%	x	-2%	x	-10%	-10%	-4%	-5	u	20
20	Cc1ccc2cc(CCNC(=O)c3ccco3)c(=O)[nH]c2c1	4%	3%	2%	3%	0%	-5%	u	-6%	-10	7%	-1
21	Cc1ccc(OCc2cc(C(=O)N(C)Cc3nccn3C)no2)cc1C	3%	-2%	-13%	-6%	5%	0%	0%	-4%	-21	x	8
22	CCCc1ccc2oc(C(=O)N3CCC(COC)C3)c(C)c2c1 (configuration not stated)	7%	-11%	-28%	0%	1%	-2%	u	3%	0	3%	-4
23	Cc1nnc(SCC(=O)Nc2ccc3c(c2)OCCO3)s1	3%	-1%	3%	-5%	-3%	5%	u	-1%	-2	-7%	-4
24	O=C(Nc1ccccc1)Nc1ccc(Oc2cccnc2)nc1	-2%	2%	x	-4%	1%	-6%	-1%	1%	0	-2%	-7
25	COc1ccc(C(=O)NNC(=O)COc2ccc(Cl)cc2C)cc1S(=O)(=O)N1CCOCC1	x	0%	x	x	x	-1%	3%	-9%	5	x	2
26	O=C(OC(C(=O)NCc1cccs1)c1ccc(F)cc1)c1ccco1 (configuration not stated)	1%	-8%	-13%	-5%	0%	-39%	u	1%	-24	4%	1
27	Cc1ccc(NC(=O)c2ccc3c(c2)C(=O)N(c2ccccc2C)C3=O)nc1	-7%	3%	x	x	x	15%	-5%	-1%	-11	x	-7
28	CC(C)Oc1cccc(C(=O)Nc2ccc(N3CCN(S(C)(=O)=O)CC3)cc2)c1	-4%	2%	0%	-11%	1%	1%	0%	-1%	-3	-1%	-3
29	COc1cccc(N2C(=O)CN(Cc3ccc(OC)c(OC)c3)C2=S)c1	-1%	-1%	43%[activator]	-5%	x	4%	-10%	13%	3	x	2
30	N/C(=N\OC(=O)/C=C/c1ccccc1)c1ccc(Cl)cc1	0%	3%	x	2%	2%	8%	15%	11%	12	-12%	9
31	CCOc1ccccc1CNC(=O)c1c([N+](=O)[O-])c(C)nn1C	2%	4%	-2%	u	3%	1%	-1%	0%	3	-7%	-3
32	Cc1ccc2nc(N(CCCN(C)C)C(=O)c3ccc(S(=O)(=O)N4CCc5ccccc5C4)cc3)sc2c1	-14%	1%	u	6%	0%	-10%	1%	-22%	30	5%	-14
33	COc1ccc(N2CCN(C(=S)Nc3ccc(C)cc3)CC2)cc1	-1%	1%	16%	6%	3%	-3%	9%	-8%	2	-1%	-12
34	Cc1c(NC(=S)NC(=O)c2cccc(Br)c2)c(=O)n(-c2ccccc2)n1C	0%	0%	-8%	-6%	2%	-28%	-9%	-2%	6	-3%	-4
35	CCOC(=O)CCCNC(=O)CN1CCC(c2nc3ccccc3s2)CC1	6%	-1%	-16%	-1%	-1%	u	u	-5%	12	x	-1
36	N#Cc1cc2sc3nc4ccccc4n3c2cc1C#N	x	1%	11%	-3%	-3%	-13%	u	-5%	x	-15%	-9
37	Nc1nonc1NC(=O)CSc1ncccc1C(=O)O	0%	-1%	1%	1%	-3%	4%	1%	-2%	-2	-2%	-10
38	CC(C)[N+](C)(C)CC(O)CN(c1ccccc1)c1ccccc1 (configuration not stated)	0%	7%	15%	4%	-2%	4%	11%	3%	18	14%	-2
39	Cc1cccc2sc(NNC(=O)C3=COCCO3)nc12	-1%	3%	32%[activator]	2%	-3%	4%	u	1%	-5	0%	3
40	O=C(CSc1ccc(-c2ccccn2)nn1)N1CCc2ccccc21	-5%	-2%	-16%	-3%	3%	5%	13%	-2%	2	5%	3
41	CN(Cc1ccccc1)C(=O)CSc1nnc(-c2ccco2)n1-c1ccccc1	1%	-1%	1%	-2%	2%	3%	u	3%	-5	8%	9
42	COc1ccccc1C(=O)N1CCN(c2ccc(N3CCOCC3)nn2)CC1	189%[activator]	-1%	x	x	x	6%	3%	6%	0	x	-4
43	CC1CCC(C(C)C)C(=O)/C1=C/c1ccc(N)cc1 (configuration not stated)	4%	1%	x	6%	3%	-7%	9%	7%	1	-2%	-8
44	CC(=O)N1c2ccc(S(=O)(=O)N3CCC(C(=O)NC4CCCCC4C)CC3)cc2CC1C (configuration not stated)	-1%	2%	-5%	-3%	x	13%	5%	-3%	2	3%	u

# Bioassay records (PubChem BioAssay)

# This is a subset; rates above refer to the full screens.
